Giardia FBPA inh: blocks Giardia fructose-bisphosphate aldolase activity; purified Giardia FBPA; Potency, µM (top dose mostly 59.6 µM), inactives show at the top dose activity, negative = inhibition, hits mostly inhibitors; AID 2451; hit rate 0.71% among 290,000; active means well fitted inhibition curve with a large enough effect; inconclusive means small, poorly fitted or top-dose-only effect, or effect the other way; further: nearly all actives have a fitted effect of over 55% in size
Target sequence (A8B2U2 whole entry, looked up): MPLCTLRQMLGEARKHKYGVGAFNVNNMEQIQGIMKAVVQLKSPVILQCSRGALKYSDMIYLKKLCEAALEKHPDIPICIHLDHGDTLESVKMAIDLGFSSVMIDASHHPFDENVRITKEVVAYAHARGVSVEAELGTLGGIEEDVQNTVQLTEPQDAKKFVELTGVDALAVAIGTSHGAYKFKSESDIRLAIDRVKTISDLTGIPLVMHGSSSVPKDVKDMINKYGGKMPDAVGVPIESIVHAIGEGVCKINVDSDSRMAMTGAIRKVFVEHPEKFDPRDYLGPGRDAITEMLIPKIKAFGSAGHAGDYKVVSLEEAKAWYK
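40 nM FBPA preincubated 10 min at RT with compound (up to 57.5 uM final), then substrate plus GAPDH/TPI/NAD/arsenate coupling and diaphorase/resazurin added. Fluorescence read after 20 min at RT, 525/598 nm.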
Starred values were filed as active, the others as inactive; ? = inconclusive; & = joins results of further samples; [ ] = another dose, or the depositor's remark. On the % scale 0 is the no-effect control and ±100 the full control effect; potency means the concentration at half of the fitted maximal effect. Some of the compounds tested, so the mix of outcomes need not match the whole.

Molecule | Giardia FBPA inh
N#Cc1cccc(NC(=O)N2CCCC3(CCN(C(=O)c4csnn4)CC3)C2)c1 | 0%
CC[C@H](NC(C)C)[C@H](O)c1ccc(O)c(O)c1 | 3.5µM*
Cc1cnc(C(=O)O)c[n+]1[O-] | -14%
O=C1C=C2C=C[C@@H]3C[C@@]2(O1)[C@H]1CCCCN31 | 2%&7%
CSCCC(N)C(=O)O (centres undefined) | -4%
COc1ncc2nc(-c3cn(C)c4ccccc34)c(=O)n(CCc3ccccc3)c2n1 | 5%
Nc1c2ccccc2nc2c(O)cccc12 | 0%[21.7 µM]
COc1ccc(CNc2ncnc3ccc(-c4ccc(C(=O)N(C)C)cc4)cc23)c(OC)c1 | 4%

(continued)
Molecule | Giardia FBPA inh
CN(C)C(=O)c1ccc(-c2ccc3ncnc(Nc4ccccc4)c3c2)cc1 | -8%
O=C(c1cc(C(F)(F)F)cc(C(F)(F)F)c1)N1CCC2(CC1)CN(Cc1ccccc1)C2 | 6%
COc1ccc(-n2c(=O)c(-c3cccs3)nc3cnc(N4CCOCC4)nc32)cc1 | -8%
CN(C)Cc1ccccc1-c1nc(NCc2cccs2)c2ccccc2n1 | 6%
COCC(=O)N1CCC2(CCCN(c3ccc(-c4ccccc4)cc3)C2)CC1 | -12%
CCCC[C@@H]1C[C@H]1C(NC(=O)c1ccco1)c1ccccc1C(F)(F)F (some centres undefined) | -8%
COCCNc1cc(-c2ccccc2CN(C)C)ncn1 | 6%
O=C(c1ccncc1)N1CCC2(CC1)CN(Cc1ccccc1)C2 | 3%

Continuation:
Molecule | Giardia FBPA inh
O=S1(=O)NCC23CCC(CC21)O3 (centres undefined) | 7%
CCN[C@@H]1C[C@H](N)[C@H](O[C@H]2OC(CN)=CC[C@H]2N)[C@@H](O)[C@H]1O[C@H]1OC[C@@](C)(O)[C@@H](NC)[C@@H]1O | 1%[21.7 µM]
COC(=O)C1(Cc2ccccc2)C=C2C(=C(C(C)C)C(=O)C2C)CN1 (centres undefined) | -26%
CC(C)n1cnc2c(NCc3ccccc3)nc(NCCO)nc21 | -4%
O=C(O)c1ccc2[nH]cc(CCCCN3CC=C(c4ccccc4)CC3)c2c1 | -5%
O=C1CCCC=C1[C@@H](O)CCOCc1ccccc1 | 0%[12.9 µM]
CCCCCC(=O)/C=C/[C@@H]1[C@@H](C/C=C\CCCC(=O)O)[C@@H](O)C[C@H]1O | 4%
Nc1nc2nc(Cl)[nH]c2c(=O)[nH]1 | -20%

Other entries follow.
Molecule | Giardia FBPA inh
CNc1nc2c(N)ncnc2n1[C@@H]1O[C@@H]2COP(=O)(O)O[C@H]2[C@H]1O | 0%
COc1ncc2nc(-c3cn(C)c4ccccc34)c(=O)n(C[C@H]3CCCO3)c2n1 | 4%
C=C1c2cccc(C(F)(F)F)c2O[C@H](C(=O)OCC)C1OC (mixture of isomers) | -22%[89.2 µM]
Cc1noc(C)c1-c1nccc(NCc2cccs2)n1 | -27%
CC1(C)OC(C(O)(c2cc(F)c(F)c(F)c2)c2cc(F)c(F)c(F)c2)C(C(O)(c2cc(F)c(F)c(F)c2)c2cc(F)c(F)c(F)c2)O1 (centres undefined) | -1%[12.9 µM]
CC1(C)S[C@@H]2[C@H](NC(=O)[C@@H](N)c3ccccc3)C(=O)N2[C@H]1C(=O)O[C@H]1OC(=O)c2ccccc21 | -16%[21.7 µM]
O=C(c1cc(C(F)(F)F)cc(C(F)(F)F)c1)N1CCC2(CCCN(Cc3ccncc3)C2)CC1 | -1%
CC(C)C[C@@H](CC(=O)N[C@@H](CCC(=O)O)CC(=O)O)NC(=O)[C@@H]1CCCC[C@H]1NC(=O)C[C@@H](NC(=O)C[C@H](Cc1c[nH]c2ccccc12)NC(=O)[C@@H]1CNCC[C@H]1N)C(C)C | -10%

Given with each value named: part of the list above.
canonical_smiles: COc1ncc2nc(-c3cn(C)c4ccccc34)c(=O)n(C[C@H]3CCCO3)c2n1
  Giardia FBPA inh = 4%

canonical_smiles: C=C1c2cccc(C(F)(F)F)c2O[C@H](C(=O)OCC)C1OC (mixture of isomers)
  Giardia FBPA inh = -22%[89.2 µM]

canonical_smiles: Cc1noc(C)c1-c1nccc(NCc2cccs2)n1
  Giardia FBPA inh = -27%

Next section:
Molecule | Giardia FBPA inh
CCCCCC(=O)/C=C/C=C\C/C=C\C/C=C\CCCC(=O)O | 2%
CCC1C2CC3C4N(C)c5ccccc5[C@]45CC(C2C5O)N3C1O (some centres undefined) | 3%
CC(C)(C)N1C(=O)[C@H]2[C@H]3[C@H](O)[C@H](O)C/C(=N/OCc4ccccc4)[C@H]3CC[C@@H]2C1=O | -3%[12.9 µM]
CCOC(=O)OCC1OC(C#Cc2ccc(F)cc2F)C=CC1OC(=O)OCC (centres undefined) | 0%[12.9 µM]
COc1ccccc1-c1ccc2ncnc(N3CCNCC3)c2c1 | -1%
O=c1c(-c2ccc(F)cc2)nc2cnc(N3CCOCC3)nc2n1CCc1ccccc1 | 0%
c1cn(-c2ncnc3ccc(-c4ccoc4)cc23)cn1 | 6%
O=C1Nc2cc(Cl)c(Cl)cc2N2CCNC[C@H]12 | -4%

(cont.)
Molecule | Giardia FBPA inh
NCCCCN | -1%&0%
CCCCNc1nc(C)nc2c1nc(-c1ccccc1)n2C(C)CCCN(CC)CC (centres undefined) | 2%
CC(C)(C)OC(=O)NS(=O)(=O)Nc1ccccc1Br | -16%
COC(=O)N[C@@H](c1cccc(F)c1)[C@@H](C)[N+](=O)[O-] | 0%
CCCCC/C=C\C\C=C/C=C/C=C/[C@@H](SCC(N)C(=O)O)[C@@H](O)CCCC(=O)O (some centres undefined) | 3%
CN(C)c1ccc(-c2cncnc2Nc2ccc(F)cc2)cc1 | ?
[N-]=[N+]=NCC1OC(n2cnc3c(=O)[nH]c(N)nc32)C(O)C1O (centres undefined) | -1%
COCC(=O)N1CCC2(CC1)CCN(C(=O)NC(C)C)CC2 | 0%

Remaining list, next part.
structure	Giardia FBPA inh
Cc1noc(C)c1C(=O)N1CCC2(CCCN(c3ccccc3)C2)CC1	-10%
COC(=O)C/C=C\[C@H](C)[C@@H](OCc1ccccc1Br)C(C)C	1%[12.9 µM]
C=C(C(C)=O)C(O)c1ccc(C(F)(F)F)cc1 (centres undefined)	0%
COc1cccc2c1C(=O)c1c(O)c3c(c(O)c1C2=O)C[C@@](O)(C(=O)CO)C[C@@H]3OC1C[C@@H](N)[C@H](O)[C@H](C)O1 (some centres undefined)	?
COC(=O)[C@@]1(Cc2ccccc2)[C@H]2c3cc(C(=O)N(C)C)n(C)c3C[C@H]2CN1C(=O)c1ccccc1	-8%
COc1ccc(C2C3C=CCC(C)C3C(=O)N2Cc2ccccc2)cc1Cl (centres undefined)	-2%
COc1ccc(C2CC(=O)c3ccc(OC)cc3O2)cc1 (centres undefined)	0%
OCCNCCCOc1cccc(Cl)c1Cl	-2%
CCOC(=O)C1=C(C)NC(C)=C(C(=O)OC)[C@@H]1c1cccc([N+](=O)[O-])c1	2%[21.7 µM]
CN[C@]1(C)[C@H]2CC[C@@H](C2)C1(C)C	-4%[21.7 µM]

Following part:
structure	Giardia FBPA inh
c1ccc(COC[C@@H]2CO2)cc1	2%
CC(C)(C)NCC(O)COc1nsnc1N1CCOCC1 (centres undefined)	-5%
C=CC1=C(C)C2=Cc3c(C=C)c(C)c4[n]3[Sn+2][n]3c(c(C)c(CCC(=O)O)c3=CC3=NC(=C4)C(C)=C3CCC(=O)O)=CC1=N2	?
C=C(C[C@]1(C(=O)OC)CC2(CC=C(C)C)C(=O)C(C(=O)CC(C)C)=C(O)C(CC=C(C)C)(C1)C2=O)C(=O)OC (some centres undefined)	1%
Cc1nc2cnc(N3CCNCC3)nc2n(C2CC2)c1=O	-2%
CN(C)c1ccc(-c2nc(-n3ccnc3)c3ccccc3n2)cc1	-5%
OCC1=CC[N+]2(Cc3ccccc3)CCC(O)[C@@H]12 (some centres undefined)	4%
C=C(C(C)=O)C(O)c1ccc(Cl)cc1 (centres undefined)	-1%
C/C1=C/C(=O)O[C@@H]2C[C@@H](CC[C@H](C)/C=C\CC1)O[C@@](O)(C1CSC(=O)N1)C2 (some centres undefined)	-1%&-4%
COc1ccc2c(c1)O[C@@H](c1cccc(C(F)(F)F)c1)[C@H](OC(=O)Nc1cc(OC)c(OC)c(OC)c1)C2=O	-7%

(next part)
structure	Giardia FBPA inh
C/C=C1\C[N@@+]2(C)CC[C@@]34C(=C(C=O)[C@H]1C[C@H]32)Nc1ccccc14	-9%[21.7 µM]
C=C[C@H](C)[C@](C)(O)c1ccccc1	0%
Cc1nc2cnc(Nc3ccccc3)nc2n(CCc2ccccc2)c1=O	9%
COCCn1c(=O)c(-c2ccc(Cl)cc2)nc2cnc(OC)nc21	-13%
O=C(Nc1cccc(F)c1)N1CC2(CCN(C(=O)Oc3ccccc3)CC2)C1	4%
CCOC(=O)CNC(=O)O[C@@H]1C(=O)c2cc(Br)ccc2O[C@H]1c1cccc(OC)c1	-4%
CCC1=C2CC[C@H]3C(=O)N(CC(=O)OC)C(=O)[C@H]3[C@H]2[C@@]2(C)C(=O)N(CC3CC3)C(=O)N2C1=O	?
COc1ccc2c(c1)c(CC(=O)O)c(C)n2C(=O)c1ccccc1	2%
COC(=O)N1CCC2(CCN(C(=O)Nc3cccc(C#N)c3)CC2)CC1	12%
CCCN(CCC)[C@@H]1CCc2c(OC)cccc2[C@@H]1C	2%

The list goes on.
structure	Giardia FBPA inh
COc1ccc(C(=O)N2CCC3(CCN(C(=O)Nc4cccc(C#N)c4)CC3)CC2)cc1	1%
CN(C)C1CSSSC1	8%
CC1(C)CC1C(=O)N/C(=C/CCCCSCC(N)C(=O)O)C(=O)O (centres undefined)	-13%
O=C(Cc1ccc(Cl)c(Cl)c1)N1CCCCC1CN1CCCC1 (centres undefined)	1%
CCCCCCCCCCCCCCCC(=O)N[C@@H](COP(=O)(O)O)C(=O)O	?
C/C=C(/C)C(=O)O[C@H]1C(C)=C2C([C@@H]1OC(=O)CCCCCCC)[C@@](C)(OC(C)=O)C[C@@H](OC(=O)CCC)[C@@]1(O)[C@H]2OC(=O)[C@@]1(C)O (some centres undefined)	-20%
COc1ccc(-c2nc3c(c4c2C[C@H](c2ccccc2)OC4)CN(C(=O)c2cc(I)ccc2F)CC3)c(C)c1	7%[12.9 µM]
COCCn1c(=O)c(-c2ccc(OC)cc2)nc2cnc(Oc3cccc(Cl)c3)nc21	-5%
O=c1c(-c2cccs2)nc2cnc(N3CCNCC3)nc2n1CCc1ccccc1	3%
Cc1ccccc1-c1cncnc1N1CCN(C)CC1	0%

The results go on.
structure	Giardia FBPA inh
CCOC(=O)N/N=C1/C[C@@H](O)[C@@H](O)[C@@H]2[C@@H]3C(=O)N(CC)C(=O)[C@H]3CC[C@@H]12	7%[12.9 µM]
CC1(C)OC2C(CO)OC(n3cnc4c(=O)[nH]cnc43)C2O1 (centres undefined)	-1%
COc1ccc(C#CC2C=CC(OC(C)=O)C(COC(C)=O)O2)cc1 (centres undefined)	0%&-1%[12.9 µM]
COC(=O)CN1CN(c2ccccc2)C2(CCN(Cc3ccc4ccccc4c3)CC2)C1=O	-25%
Nc1ncn(C2CC(O)C(CO)O2)c(=O)n1 (centres undefined)	5%
COC(=O)C1=C(C)N(Cc2ccccc2)C2=C(C(C)=O)C[C@@](O)(C(=O)OC)C(=O)N2C1c1ccccc1 (some centres undefined)	2%&3%[12.9 µM]
CCC(C(N)=O)c1ccccc1 (centres undefined)	0%
CC(CCC#N)[N+](=O)[O-] (centres undefined)	2%
CC[C@H](C)[C@@H](NC(=O)O[C@H]1C(=O)c2cc(OC)ccc2O[C@@H]1c1ccc(OC)c(Br)c1)C(=O)OC	-2%
COC/C=C/C1=CC2=CC(=O)C(C)(O)C(=O)C2=CO1 (centres undefined)	9%

Looked up by compound from above, two records:
structure	Giardia FBPA inh
COC/C=C/C1=CC2=CC(=O)C(C)(O)C(=O)C2=CO1 (centres undefined)	9%
CCC(C(N)=O)c1ccccc1 (centres undefined)	0%

The list goes on.
structure	Giardia FBPA inh
C=C1C[C@@]23C[C@@]1(O)CCC2[C@@]12C=CC(O)[C@](C)(C(=O)O1)C2C3C(=O)O (some centres undefined)	3%
COc1cc2c(c(OC)c1OC)-c1c(cc3c(c1OC)OCO3)CC(C)C(C)(O)C2OC(=O)c1ccccc1 (centres undefined)	0%
CCCC(=O)Nc1ncnc2c1ncn2[C@@H]1O[C@H]2COP(=O)(O)O[C@@H]2[C@@H]1OC(=O)CCC	-8%[21.7 µM]
C[C@@]1(C(NC(=O)c2ccc(-c3ccccc3)cc2)c2ccc(Cl)cc2)C[C@H]1C1CCCCC1 (some centres undefined)	5%
COC(=O)CCC(C)C1CCC2C3CC[C@H]4CC(O)CC[C@@]4(C)C3CC(O)[C@]12C (some centres undefined)	6%

Single values from the entries so far.
`Nc1nc2nc(Cl)[nH]c2c(=O)[nH]1` | Giardia FBPA inh = -20%
`CC(C)(C)NCC(O)COc1nsnc1N1CCOCC1` (centres undefined) | Giardia FBPA inh = -5%
`c1cn(-c2ncnc3ccc(-c4ccoc4)cc23)cn1` | Giardia FBPA inh = 6%
`COc1ccc(C(=O)N2CCC3(CCN(C(=O)Nc4cccc(C#N)c4)CC3)CC2)cc1` | Giardia FBPA inh = 1%
`CC(C)n1cnc2c(NCc3ccccc3)nc(NCCO)nc21` | Giardia FBPA inh = -4%
`COc1ccc(-n2c(=O)c(-c3cccs3)nc3cnc(N4CCOCC4)nc32)cc1` | Giardia FBPA inh = -8%
`COC(=O)N1CCC2(CCN(C(=O)Nc3cccc(C#N)c3)CC2)CC1` | Giardia FBPA inh = 12%

Some of these compounds in order of length of the SMILES, high to low:
structure	Giardia FBPA inh
CCCC(=O)Nc1ncnc2c1ncn2[C@@H]1O[C@H]2COP(=O)(O)O[C@@H]2[C@@H]1OC(=O)CCC	-8%[21.7 µM]
CCCCNc1nc(C)nc2c1nc(-c1ccccc1)n2C(C)CCCN(CC)CC (centres undefined)	2%
O=C(c1ccncc1)N1CCC2(CC1)CN(Cc1ccccc1)C2	3%
COc1ccc(C2CC(=O)c3ccc(OC)cc3O2)cc1 (centres undefined)	0%
CSCCC(N)C(=O)O (centres undefined)	-4%
